# Compound activity deposited in PubChem by several laboratories.
# MITF act: MITF TRPM1 promoter activation in melanoma cells | 300,000 compounds, 0.75% hits | SK-MEL-5 TRPM1-promoter luciferase, 24 h; % of positive control, neutral wells = 0 | activation, % at 12.5 µM;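 active = mean activation of at least 80% with every replicate also reaching 80%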;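 note: 0% = neutral control wells and 100% = parthenolide positive control wells; values of inactives mirror those of a sister screen read the other way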
# AddAB inh: less growth of phage-infected E. coli with AddAB | E. coli expressing H. pylori AddAB, absorbance growth | inhibition, % at 11.9 µM | 330,000 compounds, 0.29% hits; in the data active = inhibition above about 12%;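 note: 0% = vehicle wells of infected cells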
# SR-BI HDL uptake: mouse SR-BI HDL lipid transfer inhibition; Q61009; ldlA[mSR-BI] CHO cells, DiI-HDL uptake fluorescence, 3 h; inhibition, % at 12.5 µM; 320,000 compounds, 0.96% hits; AID 488896;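 active = mean replicate inhibition of at least 70% and a set share of replicates each scoring 70 or more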;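 note: 0% = median of neutral control wells and 100% = median of positive control wells; values of inactives mirror those of a sister screen read the other way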
# Target sequence (Q61009 whole entry, looked up): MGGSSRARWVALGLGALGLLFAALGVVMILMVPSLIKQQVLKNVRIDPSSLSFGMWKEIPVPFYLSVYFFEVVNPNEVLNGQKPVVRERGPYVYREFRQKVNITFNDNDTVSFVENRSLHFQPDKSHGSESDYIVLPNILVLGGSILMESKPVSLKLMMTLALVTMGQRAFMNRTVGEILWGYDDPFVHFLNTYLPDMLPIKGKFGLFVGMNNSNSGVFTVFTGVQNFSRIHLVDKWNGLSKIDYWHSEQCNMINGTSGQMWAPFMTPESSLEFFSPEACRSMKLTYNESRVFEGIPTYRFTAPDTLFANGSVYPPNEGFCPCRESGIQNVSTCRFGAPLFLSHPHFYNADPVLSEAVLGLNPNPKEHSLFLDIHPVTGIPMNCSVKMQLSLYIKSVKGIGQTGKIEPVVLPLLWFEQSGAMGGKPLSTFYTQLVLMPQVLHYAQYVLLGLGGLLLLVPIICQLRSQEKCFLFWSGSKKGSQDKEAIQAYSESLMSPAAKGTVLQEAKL
# phage Ecoli inh: E. coli growth loss with phage present. AID 651602. growth absorbance. 360,000 compounds, 0.26% hits. inhibition, % at 11.9 µM; in the data active = inhibition above about 11%
# Ecoli viability: reduces bacterial viability in AddAB counter-screen. 330,000 compounds, 0.27% hits. E. coli V3065 growth, OD600 absorbance, 18 h. AID 449728. inhibition, % at 11.9 µM;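 active = inhibition above the campaign's mean inhibition across all tested compounds plus 3 SD, cut at about 9.9% in these data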;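 note: uninfected addAB+ strain grown without phage in ampicillin broth; 0% = DMSO wells and 100% = ciprofloxacin 0.95 µg/ml wells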
# Tat export inh: blocks Tat-dependent protein export in E. coli; E. coli MC4100 TorA-mCherry Tat export, fluorescence; inhibition, % at 10 µM; 340,000 compounds, 0.036% hits; AID 488895;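 active = mean replicate inhibition at least 50% and at least half of replicates individually reaching 50%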;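 note: exported cargo escapes ClpAP degradation while cytoplasmic cargo is degraded and loses fluorescence; 0% = median of neutral control wells and 100% = median of NaSCN control wells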
# CAL PDZ FP-1: human CAL PDZ-peptide interaction inhibition | Q9HD26 | purified CAL PDZ, TMR-peptide fluorescence polarization, 1 h | inhibition, % at 20 µM | 330,000 compounds, 0.02% hits | AID 504414;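 active = highest replicate inhibition of at least 40%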;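 note: plate controls were DMSO neutral control wells for no effect and unlabeled competitor peptide control wells for full effect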
#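 Material: tagged CAL PDZ protein CerCALP, purified; buffer or medium: sodium phosphate/NaCl buffer pH 7.4 with TCEP, IgG, Thesit; also added: fluorescent TMR peptide probe; schedule: 1 h incubation at room temperature before polarization reading; technique: fluorescence polarization from S- and P-plane intensities, G-factor corrected; control set: unlabelled peptide and DMSO controls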
# Wnt act: activates Wnt/beta-catenin signaling in a reporter cell assay | activator, plate reader | activation, % at 9.35 µM | 300,000 compounds, 1.2% hits | AID 743398; in the data active = activation above about 30%, passing the limit was not always enough;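 note: 0% = neutral control wells and 100% = positive control wells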
# CAL PDZ FP-2: CAL PDZ (human) peptide binding inhibition; Q9HD26; purified CAL PDZ, TMR-peptide fluorescence polarization, 1 h; inhibition, % at 24.9 µM; 300,000 compounds, 0.92% hits; AID 602252;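 active = mean inhibition of at least 30% with at least half of replicates also reaching 30%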;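 note: 0% = DMSO neutral control and 100% = excess unlabeled competitor peptide PRC23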
# SR-BI uptake up: SR-BI HDL lipid transfer activation | 320,000 compounds, 0.096% hits | activation, % at 12.5 µM | AID 504775 | CHO ldlA[mSR-BI] cells, DiI-HDL uptake fluorescence, 3 h; 100 = double the neutral-control signal;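 active = mean replicate activation of at least 60% and every replicate at or above 60%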;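 note: 0% = median plate neutral-control signal and 100% = twice that signal; values of inactives mirror those of a sister screen read the other way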
#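 system = CHO ldlA[mSR-BI] cells, LDL receptor-null, SR-BI overexpressing | medium = Ham's F12 with 0.5% BSA, HEPES 25 mM, pH 7.4 | probe or stimulus = DiI-HDL 10 µg/mL | compound dosing = single-point compound dose | incubation = compound exposure 3 h, 37 °C | technique = DiI fluorescence, bottom read | read-out = cell-associated DiI fluorescence as measure of HDL uptake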
# Starred values were filed as active, the others as inactive; / = no result given; & = joins results of further samples. These rows are one share of the data; count on the stated rates, not on these rows.
SMILES,MITF act,AddAB inh,SR-BI HDL uptake,phage Ecoli inh,Ecoli viability,Tat export inh,CAL PDZ FP-1,Wnt act,CAL PDZ FP-2,SR-BI uptake up
Cc1ccc2cc3cc(C(=O)N4CCC5(CC4)OCCO5)oc3nc2c1,65.1,0.9,-22.4,2.0,0.4,-11.5,-0.1,/,/,22.4
CCCC[N+]12CCC(CC1)C(C(O)(c1ccccc1)c1ccccc1)C2 (centres undefined),7.1,0.2,14.9,2.1,-1.1,7.0,0.0,2.3,5.1,-14.9
COC(=O)[C@@H]1C[C@]2(C(=O)O)c3ccccc3N(OOSc3ccccc3)[C@@H]2N1C(=O)OC,-7.1,1.9,-34.1,1.7,0.2,-1.6,-1.8,-0.8,-40.0,34.1
C=C(C)[C@@H]1C2C(=O)O[C@H]1[C@H]1OC(=O)[C@@]34OC3C[C@]2(O)[C@@]14C (some centres undefined),17.9,-2.1,-23.9,2.2,2.3,-4.0,0.9,-3.0,0.5,23.9
OCC(Br)CBr (centres undefined),3.8,-0.3,1.0,0.8,0.0,-9.1,-0.3,-2.1,-2.9,-1.0
CN(C)c1ccc(NC(=O)CN2C(=O)CN=C(c3ccccc3)c3cc(Cl)ccc32)cc1,15.8,1.6,59.4,1.0,-1.9,6.5,0.1,-2.9,/,-59.4
COc1ccc(-n2c(CN3CCOCC3)nc3ccccc3c2=O)c(OC)c1,/,0.5,6.5,0.2,-2.8,-0.9,-1.1,-0.8,5.5,-6.5
FC(F)(F)c1ccc(CNCCc2c[nH]c3ccccc23)cc1,/,1.0,-5.7,-0.6,2.0,-3.8,0.0,-2.8,0.3,5.7
COC(=O)C1=C(N)Oc2cc(C)oc(=O)c2C12C(=O)Nc1ccccc12 (centres undefined),-10.2,0.1,-25.5,2.0,2.3,1.8,-1.4,-0.6,-3.6,25.5
CN(C)S(=O)(=O)c1cc(NC(=O)COC(=O)Cc2ccccc2)ccc1Cl,-9.2,6.8,-28.9,3.1,1.6,-0.4,-1.8,/,-1.9,28.9
CCN(CC)CCN=Cc1c(O)n(C2CCCCCC2)c(=O)[nH]c1=O,-3.3,0.0,-23.4,1.3,-1.0,0.4,-0.6,/,-4.4,23.4
Cc1ccsc1CNCCc1ccc(F)cc1,/,5.0,14.0,2.6,1.4,1.7,-0.7,-0.4,1.9,-14.0

# The last 4 records of the part above open the next one.
SMILES,MITF act,AddAB inh,SR-BI HDL uptake,phage Ecoli inh,Ecoli viability,Tat export inh,CAL PDZ FP-1,Wnt act,CAL PDZ FP-2,SR-BI uptake up
COC(=O)C1=C(N)Oc2cc(C)oc(=O)c2C12C(=O)Nc1ccccc12 (centres undefined),-10.2,0.1,-25.5,2.0,2.3,1.8,-1.4,-0.6,-3.6,25.5
CN(C)S(=O)(=O)c1cc(NC(=O)COC(=O)Cc2ccccc2)ccc1Cl,-9.2,6.8,-28.9,3.1,1.6,-0.4,-1.8,/,-1.9,28.9
CCN(CC)CCN=Cc1c(O)n(C2CCCCCC2)c(=O)[nH]c1=O,-3.3,0.0,-23.4,1.3,-1.0,0.4,-0.6,/,-4.4,23.4
Cc1ccsc1CNCCc1ccc(F)cc1,/,5.0,14.0,2.6,1.4,1.7,-0.7,-0.4,1.9,-14.0
C[C@]12CCC(=O)C[C@@H]1CC[C@@H]1[C@@H]2CC[C@]2(C)[C@@H](O)CC[C@@H]12,-9.7,-1.4,11.9,2.1,-2.9,5.8,-0.9,-0.9,-5.0,-11.9
CC/C(=N\Nc1ccccc1)c1c(O)n(C)c(=O)n(C)c1=O,-9.5,-0.3,-18.3,2.7,0.7,-4.9,0.3,3.8,-5.4,18.3
O=C1N(c2nncs2)CCN1[N+](=O)[O-],9.5,-2.4,-17.7,-0.9,-1.4,-3.8,0.1,-0.6,-2.2,17.7
CNS(=O)(=O)c1ccc(-c2ccc(C=C3C(=O)NC(=O)NC3=O)o2)cc1,-10.6,0.8,-13.2,2.1,-0.6,-11.6,1.1,-4.8,-3.6,13.2
C=CCN(CC=C)C(=O)CCN1CC1C (centres undefined),-9.2,/,5.2,-1.8,/,-3.9,-1.1,-7.1,-1.4,-5.2
C/C(=N\NC(=O)c1ccccc1O)c1c(O)n(Cc2ccccc2)c(=O)[nH]c1=O,-1.7,0.3,/,2.8,-2.1,1.5,-1.3,3.0,-3.6,/
CC(=O)OC1N=C(c2ccc(Cl)cc2)c2cc(Br)ccc2NC1=O (centres undefined),-2.4,-1.4,16.2,1.7,1.8,-0.3,-1.3,-5.9,-0.1,-16.2
CCCc1[nH]nc2c1C1(C(=O)N(Cc3ccccc3)c3ccccc31)C(C(=O)OC)=C(N)O2 (centres undefined),3.5,0.7,-27.4,1.6,-1.0,-0.1,-0.9,/,/,27.4
O=C(Cc1cccc(C(F)(F)F)c1)N1CCN(CC(=O)N2CCCC2)CC1,2.7,0.8,-12.8,2.6,-1.9,-3.7,-1.1,-2.4,/,12.8
COc1cc(C(O)CN)ccc1O (centres undefined),0.4,-0.3,-8.4,3.2,1.3,2.1,-0.7,-1.0,5.6,8.4
O=c1c([N+](=O)[O-])cn(O)cc1[N+](=O)[O-],0.6,/,-9.5,3.3,/,-1.5,-2.1,0.3,-4.6,9.5
CC(=NCCN(C)C)c1c(O)n(Cc2ccccc2)c(=O)[nH]c1=O,/,-1.7,-9.7,2.2,0.8,5.2,-1.9,-1.4,-5.8,9.7

# Whole records from above:
# COc1cc(C(O)CN)ccc1O (centres undefined) reads MITF act: 0.4; AddAB inh: -0.3; SR-BI HDL uptake: -8.4; phage Ecoli inh: 3.2; Ecoli viability: 1.3; Tat export inh: 2.1; CAL PDZ FP-1: -0.7; Wnt act: -1.0; CAL PDZ FP-2: 5.6; SR-BI uptake up: 8.4
# COC(=O)C1=C(N)Oc2cc(C)oc(=O)c2C12C(=O)Nc1ccccc12 (centres undefined) reads MITF act: -10.2; AddAB inh: 0.1; SR-BI HDL uptake: -25.5; phage Ecoli inh: 2.0; Ecoli viability: 2.3; Tat export inh: 1.8; CAL PDZ FP-1: -1.4; Wnt act: -0.6; CAL PDZ FP-2: -3.6; SR-BI uptake up: 25.5

# Further records
SMILES,MITF act,AddAB inh,SR-BI HDL uptake,phage Ecoli inh,Ecoli viability,Tat export inh,CAL PDZ FP-1,Wnt act,CAL PDZ FP-2,SR-BI uptake up
COc1c(C)cc(C(=O)C2CCCN(Cc3ccccn3)C2)cc1C (centres undefined),11.7,-0.1,-10.0,0.4,-5.6,-2.3,-2.4,-3.5,0.1,10.0
COC(=O)C1=C(c2cc3ccccc3o2)C[C@@H]2CC[C@H]1N2C(=O)N1CCOCC1,-27.9,2.7,9.1,4.6,-4.7,4.0,-0.2,-17.8,2.0,-9.1
CCCN1CCC(NC2CCC(O)CC2)CC1 (centres undefined),/,3.2,-36.5,3.2,3.3,-8.3,-0.1,1.0,-1.0,36.5
O=C(c1ccncc1)C12CN3CN(CN(C3)C1)C2,1.2,0.3,-9.3,2.2,-2.1,-3.9,-3.0,/,0.8,9.3
CCOc1ccccc1-n1c(O)c(C=NCc2ccc3c(c2)OCO3)c(=O)[nH]c1=O,-3.6,-1.2,-13.5,-1.8,1.6,-3.7,-3.0,/,-1.3,13.5
COc1ccc(NC(=O)N2C[C@@H]3C[C@@H](C2)c2cccc(=O)n2C3)c(OC)c1,-4.3,4.2,-3.9,-0.9,3.2,3.5,1.2,-0.6,-2.0,3.9
Cc1ncc([N+](=O)[O-])n1CCOc1nonc1N,2.8,3.1,-9.8,2.2,4.4,2.9,-0.8,-0.3,3.6,9.8
COC(=O)c1cccc(NC(=O)N2C[C@H]3C[C@@H](C2)c2cccc(=O)n2C3)c1,5.0,2.9,-16.3,-0.1,0.2,-1.5,0.5,-1.5,-3.2,16.3
CC(C)[C@@]1(NC(=O)[C@@H]2C[C@@H]3c4cccc5[nH]cc(c45)C[C@H]3N(C)C2)O[C@@]2(O)[C@@H]3CCCN3C(=O)[C@H](Cc3ccccc3)N2C1=O,2.7,-2.8,-3.0,2.4,2.2,8.5,-2.0,0.7&6.1,/,22.9
Cc1[nH]c2ccccc2c1CN1CCCCC1,6.1,/,5.0,2.5,/,-14.0,0.1,-3.9,-1.4,-5.0
N#CC12CNCC1CN=N2 (centres undefined),-10.9,0.8,-4.5,2.5,-0.5,-1.4,-1.3,-0.8,-5.1,4.5
COc1ccc(Cc2c(O)[nH]c(=O)[nH]c2=O)c(OC)c1,-14.1,-0.9,/,2.3,0.0,-16.3,-2.8,-0.2,-5.3,/
C[C@]12C=CC(=O)C=C1CC[C@@H]1[C@@H]2CC[C@]2(C)C(=O)CC[C@@H]12,6.5,/,-2.7,0.2,/,-0.8,1.1,-1.7,1.5,2.7
O=Cc1cn(Cc2c(F)cccc2Cl)c2ccccc12,-11.6,0.9,/,1.1,1.9,17.5,1.1,4.0,-9.7,/
CCOP(=S)(OCC)SCOC(=O)NCC(=O)OC,-9.9,1.7,-9.4,2.9,-2.6,3.5,-1.2,/,-1.2,9.4
CCC(=NCc1cccnc1)c1c(O)n(C2CCCCC2)c(=O)[nH]c1=O,-8.2,-0.3,-4.3,2.2,1.9,-5.9,-1.9,1.1,/,4.3
Cc1ccccc1CN1Cc2cnnn2-c2ccccc2C1C#N (centres undefined),-95.8,/,32.8,-0.2,/,34.0,-0.6,-6.6,6.4,-32.7
O=C(CSc1ccccc1)N1CCC2(CC1)OCCO2,24.4,1.0,-29.3,2.5,2.5,7.3,/,19.6,6.4,29.3
Cc1ccc2occ(CN3CC4CC(C3)c3cccc(=O)n3C4)c(=O)c2c1 (centres undefined),0.7,-0.3,-7.1,0.0,-2.0,6.3,-2.7,-0.7,-1.6,7.1
CSc1ccc(C(=O)C2CCCN(Cc3cnc(SC)nc3)C2)cc1 (centres undefined),-8.4,0.9,2.6,1.5,-0.1,-6.1,-2.0,1.5,-2.6,-2.6
Cc1c(C)c2ccc(OCC(=O)N3CCN(Cc4ccccc4)CC3)cc2oc1=O,/,1.5,-19.3,1.7,1.4,-3.4,0.3,3.6,-6.9,19.3
CCCN1C2CCCC1CC(NC(C)=O)C2 (centres undefined),1.3,1.8,5.6,0.5,-0.9,3.7,-0.9,-1.8,6.4,-5.6
